PP5 inh: PP5 phosphatase inhibitors, primary screen, biochemical, fluorescence. Serine/threonine-protein phosphatase 5 (Homo sapiens), P53041. purified PP5c, OMFP substrate fluorescence. inhibition, % at 6.7 µM. 0.18% of 320,000 active. AID 1987, 2009;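 active means inhibition above the campaign's mean inhibition across all tested compounds plus 3 SD, cut at about 9.5% in these data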;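 further: 0% = DMSO only and 100% = 100 µM cantharidin control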
PREPL inh: PREPL enzyme inhibitors, primary screen, biochemical, fluorescence polarization; Prolyl endopeptidase-like (Homo sapiens), Q4J6C6; recombinant PREPL, fluorescence polarization activity-based probe; inhibition, % at 5.96 µM; 0.68% of 320,000 active; in the data active means inhibition above about 43%;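 further: 0% = enzyme with DMSO and 100% = wells lacking enzyme; many of its hits are not listed in these tables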
Target sequence (Q4J6C6 whole entry, looked up): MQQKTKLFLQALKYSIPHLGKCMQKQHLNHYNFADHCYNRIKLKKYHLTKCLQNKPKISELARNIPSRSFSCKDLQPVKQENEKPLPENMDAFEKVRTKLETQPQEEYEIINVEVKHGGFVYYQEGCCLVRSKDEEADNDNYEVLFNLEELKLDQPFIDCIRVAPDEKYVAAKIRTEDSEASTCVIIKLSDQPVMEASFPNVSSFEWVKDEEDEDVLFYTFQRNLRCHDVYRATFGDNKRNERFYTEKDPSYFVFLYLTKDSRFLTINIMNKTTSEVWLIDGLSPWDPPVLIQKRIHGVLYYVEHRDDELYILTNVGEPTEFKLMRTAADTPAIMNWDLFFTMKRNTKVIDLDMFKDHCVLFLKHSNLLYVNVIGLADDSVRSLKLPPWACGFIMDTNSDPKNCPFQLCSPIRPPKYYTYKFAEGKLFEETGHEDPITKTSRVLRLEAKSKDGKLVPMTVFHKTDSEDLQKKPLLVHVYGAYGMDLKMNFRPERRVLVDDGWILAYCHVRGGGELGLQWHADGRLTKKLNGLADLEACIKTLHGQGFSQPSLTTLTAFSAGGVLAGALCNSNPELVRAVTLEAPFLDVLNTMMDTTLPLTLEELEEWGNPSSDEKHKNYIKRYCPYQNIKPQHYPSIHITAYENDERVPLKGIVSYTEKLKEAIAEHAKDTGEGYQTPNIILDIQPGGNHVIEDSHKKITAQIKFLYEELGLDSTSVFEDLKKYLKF
ZTA DNA inh: counter-screen for EBNA-1 inhibitors: inhibitors of Epstein-Barr virus ZTA | ZTA-DNA binding, fluorescence polarization | inhibition, % at 11 µM | 0.15% of 320,000 active | AID 2234; in the data active means inhibition above about 33%
CTSL1 counter: Fasciola hepatica cathepsin L1 inhibitors, primary screen, counter-screen for PFM18AAP inhibitor project, biochemical, QFRET, fluorogenic peptide substrate | 0.49% of 300,000 active | recombinant F. hepatica cathepsin L1, Z-Leu-Arg-MCA fluorescence | inhibition, % at 5.96 µM | AID 1906, 2009;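 active means inhibition above the mean of all tested compounds plus 3 SD, set per screening campaign, cut at about 17% in these data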;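 further: 0% = plate median of test compound wells and 100% = 1 µM Z-Phe-Ala-diazomethylketone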
Efflux pump mplx: inhibitors of Candida efflux pumps in yeast, primary screen, S. cerevisiae, Nile Red, multiplex. inhibition, % at 10 µM. S. cerevisiae Candida pump triplex. 0.44% of 330,000 active;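 active means plate passing quality check with inhibition over a set limit, or well fluorescence over plate mean plus 4 SD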;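 further: Nile Red retained in pooled yeast measured as flow cytometry median fluorescence; 0% = buffer negative control and 100% = Enniatin B positive control; higher means more Nile Red kept so more efflux inhibition; some compounds called inactive have numbers as strong as hits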
TPT1 inhibitor: Candida albicans TPT1 enzyme inhibitors, primary screen, biochemical, fluorescence polarization. tRNA 2'-phosphotransferase TPT1 (Candida albicans SC5314). recombinant caTPT1, FP RNA substrate dephosphorylation. 0.81% of 300,000 active. inhibition, % at 5 µM;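 active means inhibition above the mean of all tested compounds plus 3 SD, set per screening campaign, cut at about 24% in these data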;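 further: plate controls were DMSO alone for no effect and ferristatin control at 100 nM for full effect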
core dimer inh: inhibitors of HCV core protein dimerization, primary screen, biochemical, TR-FRET, high-throughput | TR-FRET GST/Flag-core106 dimerization, 1536-well | inhibition, % at 5 µM | 0.33% of 300,000 active | AID 1899, 2009;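 active means inhibition above the mean of all tested compounds plus 3 SD, set per screening campaign, cut at about 45% in these data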
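Material: Tagged HCV core106 pair (GST and Flag) | Amount: GST-core106 13.5 nM, Flag-core106 17 nM | Medium: KF-containing HEPES buffer, pH 7.45, DTT, CHAPS, BSA | Reagent: Eu donor and XL665 acceptor anti-tag antibodies | Schedule: 4 h at 22.5 °C | Technique: Time-resolved FRET, ex 340 nm, em 617 and 671 nm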
PP1 counter: PP1-alpha phosphatase inhibitors, primary screen, counter-screen for PP5 inhibitor project, biochemical, fluorescence, OMFP substrate, single point; Serine/threonine-protein phosphatase PP1-alpha catalytic subunit (Homo sapiens), P62136; purified PP1alpha; inhibition, % at 6.7 µM; 0.9% of 320,000 active; AID 2235, 2010;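 active means inhibition above the mean inhibition of all tested compounds plus 3 SD, computed separately for each screening campaign, cut at about 15% in these data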
Target sequence (P62136 whole entry, looked up): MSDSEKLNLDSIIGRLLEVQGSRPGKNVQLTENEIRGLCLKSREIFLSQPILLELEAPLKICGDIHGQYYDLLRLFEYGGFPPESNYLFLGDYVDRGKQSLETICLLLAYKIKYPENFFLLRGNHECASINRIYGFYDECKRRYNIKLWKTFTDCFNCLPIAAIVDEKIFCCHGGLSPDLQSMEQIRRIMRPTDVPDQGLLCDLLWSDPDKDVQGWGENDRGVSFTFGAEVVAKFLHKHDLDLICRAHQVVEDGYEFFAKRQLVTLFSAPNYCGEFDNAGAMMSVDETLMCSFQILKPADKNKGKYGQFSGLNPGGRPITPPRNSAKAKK
EBNA-1 inh: EBNA-1 DNA-binding inhibitors, primary screen, biochemical, fluorescence polarization | inhibition, % at 14.8 µM | 0.34% of 300,000 active; in the data active means inhibition above about 28%
The depositor's hits bear a star; . = no result given. The list is partial; count on the stated rates, not on these rows.

SMILES	PP5 inh	PREPL inh	ZTA DNA inh	CTSL1 counter	Efflux pump mplx	TPT1 inhibitor	core dimer inh	PP1 counter	EBNA-1 inh
CN(Cc1nccs1)C(=O)C1CCC(=O)N(CCc2cccc(F)c2)C1 (centres undefined)	1.2	3	-10	2	0.1	1	0	-2	7
COc1ccc(OC)c(C(c2nnnn2C2CCCC2)N2CCc3ccccc3C2)c1 (centres undefined)	1.3	13	1	1	0.2	-4	15	2	-3
O=C(c1cccc(F)c1F)N1CCCc2ccccc21	-0.3	9	-4	-5	0.2	3	-3	-1	-8
CC1(C)CC(=O)C2=C(C1)C(c1cn(-c3ccccc3)nc1-c1ccccc1)C(C#N)=C(N)O2 (centres undefined)	4.7	-4	3	0	0.0	4	2	3	-3
CCOC(=O)C1=NNC2(c3ccc(C)cc3)C(=O)N(c3ccccc3)C(=O)C12 (centres undefined)	-2.3	12	1	4	0.0	-1	2	4	-4
COc1ccc(C)cc1S(=O)(=O)N(C)CC(=O)NCc1ccncc1	0.9	-1	-7	0	0.1	-1	-1	1	-15
Cc1c(Br)c([N+](=O)[O-])nn1CC(=O)Nc1ccccn1	0.5	24	2	4	0.1	3	1	-1	-5
CCOC(=O)CN(C(=O)COc1nc(C)cc(C)c1C#N)c1cccc(Cl)c1	1.0	-5	13	4	0.2	-1	6	-3	0
CCOC(=O)c1cccc(NC(=O)CN(c2ccc(C)cc2)S(=O)(=O)c2c(C)n[nH]c2C)c1	6.0	-11	-10	-4	0.2	-1	-4	-3	-8
O=C(NNC(=O)C1COc2ccccc2O1)c1cccc([N+](=O)[O-])c1 (centres undefined)	1.1	3	-9	-2	1.2*	-7	-5	-3	6
Cc1nc2ccccc2n1CC(=O)c1ccccc1	-0.5	3	-3	-1	0.0	-1	3	3	-11
Cc1ccc(S(=O)(=O)N2CCC(C(=O)Nc3nnc(C)s3)CC2)cc1	1.0	-1	6	-2	0.1	-1	-3	6	2
CCN(C(=O)COc1ccccc1)c1nnc(-c2cccnc2)s1	-3.4	-7	6	-12	-0.1	-1	-4	0	-2
COc1ccc2nc(NC(=O)CSc3nnnn3C3CCCCC3)sc2c1	5.0	-1	-2	-1	-0.2	-5	7	1	-3
C=CCNCCOc1ccc(C(C)(C)c2ccccc2)cc1	-1.0	-73	6	2	0.1	1	-1	-3	13
COc1ccc(C(=O)N2N=C(c3cccs3)CC2c2ccccc2O)cc1 (centres undefined)	5.0	7	5	-2	0.2	3	12	-2	-7
COc1ccc(C2C(C(=O)c3sc(C)nc3C)=C(O)C(=O)N2CCCn2ccnc2)cc1OC (centres undefined)	3.0	10	-23	3	0.1	0	-5	-1	-5
Cc1ccc(Nc2nc(N)nc(CN3CCN(Cc4ccc5c(c4)OCO5)CC3)n2)cc1Cl	2.4	11	2	5	0.0	-1	0	5	12
O[C@@H]1CN(Cc2ccccc2Cl)CC[C@H]1N1CCOCC1	-0.5	13	-7	3	-0.2	-4	-9	-2	6
CCN1CCN(C(=O)Cn2cnc3sc(C)c(S(=O)(=O)N4CCN(c5ncccn5)CC4)c3c2=O)CC1	1.8	-10	11	0	0.0	-1	-3	-1	-1
COc1cc(C#N)ccc1OCC(=O)NCCC1=CCCCC1	-0.6	-1	7	.	-0.1	.	.	-1	.
Cc1cc(C)cc(C(=O)OCC(=O)NCCNC(=O)COC(=O)c2cc(C)cc(C)c2)c1	1.3	3	18	3	-0.2	-2	3	1	15
O=C(NC1CC2CCCC(C1)N2C(=S)Nc1ccccc1)C1CC1 (centres undefined)	2.7	1	-9	-5	-0.2	-3	-1	-1	-3
CN(C)S(=O)(=O)c1cccc(NC(=O)COC(=O)C2(c3ccccc3F)CCCC2)c1	2.3	-4	1	-9	-0.1	1	8	2	2
O=C(CSc1nc2[nH]c(=O)cc(O)c2s1)Nc1cc(Cl)cc(Cl)c1	3.0	-7	4	-1	0.3	2	9	4	-11

Carrying on:
SMILES	PP5 inh	PREPL inh	ZTA DNA inh	CTSL1 counter	Efflux pump mplx	TPT1 inhibitor	core dimer inh	PP1 counter	EBNA-1 inh
CC(C)(O)[C@H]1Cc2cc3ccc(=O)oc3cc2O1	0.0	-2	1	2	0.3	1	-2	3	-13
O=C(O)CCCC(=O)Nc1ccc(Oc2cccc(C(F)(F)F)c2)nc1	0.4	12	-2	7	0.2	-1	-2	-2	-1
O=C(c1ccc(=O)oc1)N1CCOCC1	-0.4	2	7	5	0.1	1	3	-1	19
Cn1c(=O)c2c(ncn2CC(O)CNc2ccc(F)cc2)n(C)c1=O (centres undefined)	0.9	5	10	-1	0.1	0	1	-3	-1
O=C(Oc1ccc(N(Cc2cccs2)C2=NS(=O)(=O)c3ccccc32)cc1)c1ccccc1Cl	-1.5	1	-5	0	-0.1	1	-5	-3	1
CCOC(=O)Cn1c(=O)oc2cc(S(=O)(=O)N(C)c3cccc(C)c3)ccc21	2.5	2	-1	-4	-0.1	0	0	1	2
CCCCN(C(=O)c1ccc(C)c(S(=O)(=O)N2CCOCC2)c1)c1c(N)n(CC(C)C)c(=O)[nH]c1=O	-1.3	3	-14	-1	0.1	1	-3	-1	-6
CCn1c(C)nc2cc(C(=O)OC)ccc21	-0.4	-8	-20	0	0.3	-5	1	-1	-10
Cn1c(=O)[nH]c(=O)c2c1nc(NCCc1ccccc1)n2CC(O)COc1ccccc1 (centres undefined)	-0.4	22	1	8	0.5	2	-1	-3	-6
O=C(COc1ccc(Cl)cc1)NCc1nnc2c3ccccc3c(-c3ccccc3)nn12	4.2	-2	-11	3	-0.1	4	16	3	-5
NS(=O)(=O)c1ccc(S(=O)(=O)NCCc2ccccc2)cc1	1.2	-8	6	-1	-0.2	-1	-2	3	10
Cc1c(Br)c([N+](=O)[O-])nn1CC(=O)N1CCN(Cc2ccccc2)CC1	-10	10	-3	12	-0.1	-2	-16	-4	-2
Nc1ccccc1N1C(=O)c2cccc3cccc(c23)C1=O	0.8	-2	7	-1	-0.1	-1	0	-8	-9
CC(=O)/C(C(=N)N1CCN(c2cccc(Cl)c2)CC1)=C(\C)O	-1.7	19	-6	8	-0.1	-5	7	2	-4
CCCC(C)NC(=O)C1CCN(C(=O)C2CC(=O)N(c3ccc(C)cc3)C2)CC1 (centres undefined)	1.9	3	-9	-3	-0.1	-2	-8	-1	-5
COc1ccc(N2CCN(C(CNC(=O)C3CCCCC3)c3cccnc3)CC2)cc1 (centres undefined)	-0.2	13	-10	-5	-0.2	-1	-2	-3	2
CCOC(=O)Cc1cnc(NC(=O)CSc2nc3ncnc(N)c3[nH]2)s1	-1.0	2	-12	0	0.1	1	1	10	-6
CCOCCCNC(=O)C1CCN(S(=O)(=O)N2CCCC2)CC1	-3.8	1	19	0	-0.1	-3	-1	-6	8
Cc1nc([N+](=O)[O-])cn1CC(=O)Nc1ccc(Cl)cc1	4.1	-1	-9	-3	0.1	-2	-4	1	9
Cc1nsc(N)c1C(=O)O	-0.8	-1	14	-3	-0.1	-1	2	-2	0
N#C/C(=C\c1cccc(Br)c1)C(=O)N1CCCCC1	-1.6	-1	-5	-2	0.1	1	0	4	-4
COc1ccc(S(=O)(=O)Nc2cc3c4c(c2)CCN4C(=O)CC3)cc1C	-0.3	7	-17	-1	0.0	-1	2	-1	9
Cc1cc(=O)oc2cc(OCC(=O)NC3CCCC3)ccc12	1.1	3	11	4	-0.1	-2	2	2	10
CC(C)(C)C(=O)C1=C(O)C(=O)N(Cc2ccccc2)C1c1ccccc1F (centres undefined)	-0.2	-5	-4	4	0.1	0	7	-1	-5
CC1(C)c2[nH]c3ccccc3c2C[C@@H]2C(=O)N(Cc3ccccc3)C(=O)N21	3.5	1	8	-3	.	0	5	3	-2

Ordered by SMILES length (falling): some entries from above
SMILES	PP5 inh	PREPL inh	ZTA DNA inh	CTSL1 counter	Efflux pump mplx	TPT1 inhibitor	core dimer inh	PP1 counter	EBNA-1 inh
CCOC(=O)Cn1c(=O)oc2cc(S(=O)(=O)N(C)c3cccc(C)c3)ccc21	2.5	2	-1	-4	-0.1	0	0	1	2
COc1ccc(S(=O)(=O)Nc2cc3c4c(c2)CCN4C(=O)CC3)cc1C	-0.3	7	-17	-1	0.0	-1	2	-1	9
CCOCCCNC(=O)C1CCN(S(=O)(=O)N2CCCC2)CC1	-3.8	1	19	0	-0.1	-3	-1	-6	8
CC(C)(O)[C@H]1Cc2cc3ccc(=O)oc3cc2O1	0.0	-2	1	2	0.3	1	-2	3	-13

Continuation:
SMILES	PP5 inh	PREPL inh	ZTA DNA inh	CTSL1 counter	Efflux pump mplx	TPT1 inhibitor	core dimer inh	PP1 counter	EBNA-1 inh
Cc1ccc(-c2cc(N)n(Cc3ccc(Cl)cc3)n2)cc1	1.9	10	-4	1	-0.1	-2	6	2	12
CC(=O)N1c2ccccc2C(C)CC12CCCCC2 (centres undefined)	0.7	0	3	5	0.0	-5	0	-2	10
COc1ccc(CNC(=O)c2cnc(C)cn2)c(OC)c1	0.4	3	-1	-5	0.0	-3	-2	2	17
CC1CCCCC1NC(=O)C1CCN(S(=O)(=O)c2ccc(-n3cnnn3)cc2)CC1 (centres undefined)	1.0	1	5	-1	0.0	-3	-5	-2	15
COc1ccc(OC)c(NC(=O)c2cccnc2)c1	-1.1	12	-5	1	-0.1	-4	6	-4	-18
COC(CNC(=O)C1CC(=O)N(CCc2ccc(C)cc2)C1)OC (centres undefined)	0.7	-7	0	-2	-0.1	-3	-2	-2	-3
CCOC(=O)c1ccc(-c2c(-c3ccc4c(c3)OCO4)noc2-c2ccsc2)cc1F	0.4	-4	19	-3	-0.1	1	-2	-2	6
COc1ccc(N2CCN(C(=O)COC(=O)CCOc3cc(C)ccc3C)CC2)cc1	-2.2	18	-9	-25	0.0	2	-6	-7	-1
Cc1cccc(NC(=O)NNC(=O)c2cc3ccccc3cc2O)c1C	1.6	15	-2	1	-0.2	3	-2	0	-4
CCC(c1c(C)n(C)n(-c2ccccc2)c1=O)c1c(C)n(C)n(-c2ccccc2)c1=O	1.1	6	12	-7	0.2	8	-3	-3	-2
Cc1cc(C)c2nc(N3CCCC3)c(C#N)cc2c1	4.0	-5	-5	-3	-0.1	4	52*	1	-19
Cc1cccnc1NC(=O)c1ccc2nc(N)sc2c1	2.7	6	-12	-2	-0.2	-3	5	-2	-10
Cc1ccc(S(=O)(=O)N2CCN(C(=O)c3ccccc3)CC2)cc1	-0.5	3	11	1	-0.1	-2	2	6	3
Cc1sc2nc(CN(C(=O)c3cccs3)C3CCCC3)[nH]c(=O)c2c1C	-2.0	16	-7	9	0.0	4	3	5	-2
O=C(NC1CCCCC1)C(c1ccc(O)cc1)N(C(=O)c1cnccn1)c1cccc(F)c1 (centres undefined)	2.9	0	10	1	0.2	5	-2	-6	2
NNC(=O)c1cc2c(ccc3ccccc32)o1	0.3	1	11	-1	0.0	2	1	5	-2
CCCS(=O)(=O)c1c(S(=O)(=O)CCC)c2c3ccccc3ccn2c1C(N)=O	2.3	-1	10	-2	-0.1	3	-6	1	12
CN(CC(=O)OCC(=O)Nc1ccccc1)S(=O)(=O)c1ccc(Cl)cc1	0.3	21	-2	-40	0.0	-2	-17	3	6
O=C(NC(=O)c1ccccc1)Nc1ccccc1O	0.4	-1	-8	0	-0.3	9	-5	0	14
CC1(C)CC(=O)c2sc(NS(=O)(=O)c3cc(Cl)ccc3Cl)nc2C1	-0.5	0	15	2	-0.1	-1	15	1	6
